Screens deposited in PubChem BioAssay by Broad Institute.
BL2 CD40 inh – CD40 pathway inhibition in BL2 cells | BL2 NF-kB luciferase reporter, CD40L-induced, 4 h | inhibition, % at 10 µM | actives 0.94% (n = 83,000) | AID 1053188;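 active = mean inhibition of at least 50% with a set share of replicates also reaching that level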;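 note: 0% = neutral control wells and 100% = IKK inhibitor VII at 50 µM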
* marks the source's active call; other numbers are inactive results; & = joins results of further samples; [ ] = another dose, or the depositor's remark. An excerpt; count on the stated rates, not on these rows.

BL2 CD40 inh	structure
1.6	O=C(NCc1cccnc1)c1ccccc1NS(=O)(=O)c1ccccc1
1.8[25 µM]	C[C@@H]1CN([C@H](C)CO)C(=O)c2cc(NS(C)(=O)=O)ccc2O[C@@H](C)CCCCO[C@@H]1CN(C)CC1CCCCC1
1.4	CC(Sc1nnc(C2CC2)n1C1CC1)C(=O)c1ccc(F)cc1 (stereo not drawn)
4.6[25 µM]	C[C@@H]1CN([C@H](C)CO)C(=O)Cc2cc(NS(C)(=O)=O)ccc2O[C@@H]1CN(C)C(=O)Nc1ccccc1
1.2	C[C@H](CO)N1C[C@H](C)[C@@H](CN(C)C(=O)Nc2ccccc2)OCCCC[C@H](C)Oc2ccc(NC(=O)Nc3ccc4c(c3)OCO4)cc2C1=O
0.1	O=C(COC(=O)c1ccc2ccccc2c1O)Nc1ccccc1
1.9	O=C(CN1C(=O)NC(Cc2c[nH]c3ccccc23)C1=O)Nc1ccc(F)cc1F (stereo not drawn)
13.0	O=C(NC(Cc1ccccc1)C(=O)NCCc1ccccn1)c1ccccc1 (stereo not drawn)
-23.0	CN(C)CC(=O)N1[C@H](C#N)[C@@H](c2ccc(-c3ccccc3F)cc2)[C@@H]1CO
3.5[25 µM]	C[C@@H]1CN([C@H](C)CO)C(=O)CCCn2cc(nn2)CO[C@@H]1CN(C)Cc1ccccc1C(F)(F)F
1.2	O=C(c1ccccc1F)N1C[C@H]2[C@@H](c3ccccc31)[C@H](CO)N2C(=O)c1ccncc1
0.5	CC(NC(=O)CNC(=O)[C@@H]1Cc2ccccc2CN1)c1ccccc1 (stereo partly drawn)
10.9	COCCCNC(=O)c1oc2ccc(S(=O)(=O)N(C)C3CCCCC3)cc2c1C
14.9	CN1CC(=O)N(C)c2nc(Br)n(C)c2C1=O
-7.7	CN(C)/C=C/C(=C\C(=O)C(F)(F)F)Nc1ccc(C(F)(F)F)cc1
0.8	CCOc1ccc(S(=O)(=O)NCCC(=O)NCc2ccccn2)cc1
-8.0[25 µM]	CC(C)C[C@@H]1COCc2cn(nn2)CC[C@H](C)C(=O)N1
-4.0	COc1ccc(NC(=O)CN(C)C(=O)c2cc(S(=O)(=O)N3CCCCCC3)ccc2OC)cc1
3.1	O=C(COc1cccnc1[N+](=O)[O-])Nc1cccc(S(=O)(=O)N2CCCCC2)c1
5.9	COC(=O)C1CCN(c2ccc([N+](=O)[O-])cc2[N+](=O)[O-])CC1
7.1[25 µM]	CCCN1[C@@H]2Cn3c(ccc(/C=C/c4ccccc4)c3=O)[C@H]1[C@@H](C(=O)NCC1CC1)[C@@H]2CO
-1.3[25 µM]	COc1ccc(NC(=O)Nc2ccc3c(c2)[C@H]2C[C@H](CC(=O)N4CCN(C)CC4)O[C@H](CO)[C@H]2O3)cc1
-64.6	Cc1ccc2nc(-c3ccc(NC(=O)CNC4CC4)cc3)sc2c1
-24.3	CCCCn1c(N)c(N(CCOC)C(=O)COC(=O)COc2ccccc2C#N)c(=O)[nH]c1=O
-66.2	CN(Cc1ccccc1)C(=O)COC(=O)c1c[nH]c2ccccc12
6.2	O=[N+]([O-])c1ccc(OCCCCCN2CCOCC2)cc1
-18.3	O=C(CCc1nc2ccccc2s1)Nc1cccnc1
3.9	O=c1c(Cc2ccccc2)c(O)ccn1Cc1ccco1
-86.3	c1csc(-c2cnc3ccccc3n2)c1
5.5	CC1(C)NC(=O)N(CCOCCOc2cccc(Oc3ccccc3)c2)C1=O
7.3	Cn1c(=O)c2c(ncn2CC(=O)N2CCCCCC2)n(C)c1=O
5.0	O=c1[nH]c2ccccc2cc1CN(c1ccccc1)S(=O)(=O)c1ccccc1
4.8	Cc1cc(C)c(C(=O)CSc2nnc(-c3cccnc3)n2C)c(C)c1
-6.7	CC(Cc1ccsc1)NC(=O)CCc1nnc(COc2ccccc2)o1 (stereo not drawn)
-0.5	O=C(C[C@H]1CC[C@@H]2[C@H](COC[C@H](O)CN2S(=O)(=O)c2ccccc2)O1)NCCN1CCCCC1
-8.3	O=C(NNc1ccccc1)c1ccc(Cl)c(Cl)c1
4.3	NNC(=O)COc1ccc(C(F)(F)F)cc1
1.3	CCN(C(=O)CN1C(=O)c2ccccc2S1(=O)=O)C1CCCCC1
-1.1	Cc1cccc(/C=N/NC(=O)c2cc(C3CC3)nc3ccccc23)n1
-1.4	c1ccc(-c2nc(-c3ccco3)n3ccccc23)cc1
-0.3	Cc1ccc(C)c(N2CCN(c3ccc(N4C(=O)COCC4=O)cc3[N+](=O)[O-])CC2)c1
1.4	C[C@H](NC(=O)c1ccco1)C(=O)Nc1cc(S(=O)(=O)N2CCCC2)ccc1OCC(F)(F)F
-26.1	CCC(=O)N1[C@@H](CO)[C@@H](c2ccc(-c3ccccc3)cc2)[C@@H]1CNC(=O)COC
7.4	CCN(CC)CC#Cc1ccc(C)cc1
13.7	COc1ccccc1CNC(=O)COC(=O)Cc1cccs1
-89.3	O=C(CN1CCOCC1)Nc1ccc(C2CCCCC2)cc1
1.3	COCCNC(=O)C1(C)CCCN(Cc2cc(-c3ccccc3)n(C)n2)C1 (stereo not drawn)
4.1[25 µM]	Cc1noc(C)c1S(=O)(=O)Nc1ccc2c(c1)CC(=O)N([C@@H](C)CO)C[C@@H](C)[C@H](CN(C)Cc1ccc(Oc3ccccc3)cc1)O2
16.8	CCN(Cc1ccccc1)C(=O)CCNS(=O)(=O)c1cc(Br)cnc1N
4.7	Brc1ccc(-c2nnc3sc(CN4CCc5ccccc5C4)cn23)cc1
6.9	COc1ccc(S(=O)(=O)N2CCC(C(=O)NCc3ccco3)CC2)cc1
9.0	O=S(=O)(NCCNc1nccc(C(F)(F)F)n1)c1ccccc1
-0.3[25 µM]	C[C@@H]1CCCCO[C@H](CN(C)C(=O)C2CCCCC2)[C@@H](C)CN([C@@H](C)CO)C(=O)c2cc(NS(=O)(=O)c3ccccc3)ccc2O1
5.2	CCOc1ccccc1C(=O)NC(C(=O)Nc1cccnc1)C(C)C (stereo not drawn)
16.5	COc1ccc(OCCOCCN2CCOCC2)cc1
19.3	CN(CC(=O)Nc1ccc(Cl)c(C(F)(F)F)c1)C(=O)C1(c2ccccc2)CC1
12.7	c1cncc(-c2nnc3n2C2(CCCCC2)Cc2ccccc2-3)c1
-2.0	Nc1nc(-c2ccccc2)c(CCCOc2ccc(NC(=O)CBr)cc2)c(=O)[nH]1
4.9	O=C(c1ccc(-n2cnnn2)cc1)N(C1CCCCC1)C1CCCCC1
10.8	CCCc1nc2ccccc2c(C(=O)O)c1CC

Of the compounds above, these have a halogen.
BL2 CD40 inh	structure
1.4	CC(Sc1nnc(C2CC2)n1C1CC1)C(=O)c1ccc(F)cc1 (stereo not drawn)
1.9	O=C(CN1C(=O)NC(Cc2c[nH]c3ccccc23)C1=O)Nc1ccc(F)cc1F (stereo not drawn)
-23.0	CN(C)CC(=O)N1[C@H](C#N)[C@@H](c2ccc(-c3ccccc3F)cc2)[C@@H]1CO
3.5[25 µM]	C[C@@H]1CN([C@H](C)CO)C(=O)CCCn2cc(nn2)CO[C@@H]1CN(C)Cc1ccccc1C(F)(F)F
1.2	O=C(c1ccccc1F)N1C[C@H]2[C@@H](c3ccccc31)[C@H](CO)N2C(=O)c1ccncc1
14.9	CN1CC(=O)N(C)c2nc(Br)n(C)c2C1=O
-7.7	CN(C)/C=C/C(=C\C(=O)C(F)(F)F)Nc1ccc(C(F)(F)F)cc1
-8.3	O=C(NNc1ccccc1)c1ccc(Cl)c(Cl)c1
4.3	NNC(=O)COc1ccc(C(F)(F)F)cc1
1.4	C[C@H](NC(=O)c1ccco1)C(=O)Nc1cc(S(=O)(=O)N2CCCC2)ccc1OCC(F)(F)F
16.8	CCN(Cc1ccccc1)C(=O)CCNS(=O)(=O)c1cc(Br)cnc1N
4.7	Brc1ccc(-c2nnc3sc(CN4CCc5ccccc5C4)cn23)cc1
9.0	O=S(=O)(NCCNc1nccc(C(F)(F)F)n1)c1ccccc1
19.3	CN(CC(=O)Nc1ccc(Cl)c(C(F)(F)F)c1)C(=O)C1(c2ccccc2)CC1
-2.0	Nc1nc(-c2ccccc2)c(CCCOc2ccc(NC(=O)CBr)cc2)c(=O)[nH]1

Further results follow.
BL2 CD40 inh	structure
-0.2	COc1cc(NC(=O)C2(C)CCCN2C)cc(OC)c1OC (stereo not drawn)
62.2*	N=C(N)c1ccc(OCCCCCOc2ccc(C(=N)N)cc2)cc1
16.2	CCCCn1c(N)c(N(CCC(C)C)C(=O)COC(=O)c2sccc2C)c(=O)[nH]c1=O
11.6	COc1cccc(NC(=O)CN(C)C(=O)c2cc(-c3ccccc3)nc3ccccc23)c1
-0.4	O=c1[nH]cncc1OCc1ccccc1
2.5	CCOc1ccc2nc(NS(=O)(=O)c3cccs3)sc2c1
-1.7	c1ccc(CCNc2ccccn2)nc1
7.2	CN(CC(=O)Nc1cc(S(=O)(=O)N2CCCC2)ccc1Cl)Cc1nc2ccccc2c(=O)[nH]1
14.4	CN(C1CCCCC1)S(=O)(=O)c1cc2c(cc1Cl)NC(=O)CO2
-3.0	Cc1ccc(OCCN2C(=O)CSC2=O)cc1
0.8	CSc1ncccc1C(=O)OCC(=O)NCc1ccccc1
42.7[25 µM]	N#C[C@H]1[C@@H](c2ccc(-c3ccccc3F)cc2)[C@H](CO)N1C(=O)c1ccccn1
-10.1	COc1ccccc1CNC(=O)c1cn(C)c2ccc(S(=O)(=O)N3CCCC3)cc2c1=O
-3.3	COc1ccc(N=Nc2c(N)nn(C)c2N)cc1
-101.0	COc1cccc(C(=O)Nc2cccc(-c3ccc(N4CCOCC4)nn3)c2)c1
14.9&2.5[25 µM]	CN(C)C(=O)c1cccc(-c2ccc(C3[C@@H]4CN(S(=O)(=O)c5ccc(F)cc5)C[C@H]3N4)cc2)c1 (stereo partly drawn)
3.4	Cc1[nH]nc2c1C(=O)CCC2
-17.0	Cc1ccc(S(=O)(=O)NC(C)(C)C)cc1C(=O)OC(C)C(=O)NC1CC1 (stereo not drawn)
-2.9	CCN1CCN(C(=O)Cn2c(=O)sc3ccccc32)CC1
5.9[25 µM]	C[C@H](CO)N1C[C@H](C)[C@H](CN(C)Cc2ccccc2C(F)(F)F)OCc2cn(nn2)CCCC1=O
4.9	CCOC(=O)NC(=O)CSc1nnc(C2CC2)n1Cc1ccco1
4.2	O=C(Cc1ccccc1)N1C[C@@H]2[C@H](c3ccccc31)[C@H](CO)N2C(=O)C1CC1
29.9	O=C(CSc1ncccc1-c1nc2ccccc2[nH]1)NC1CC1
-3.9	COCCNC(=O)C1(C)CCCN(Cc2cccc(OC(=O)c3ccccc3)c2)C1 (stereo not drawn)
3.8	N#Cc1c(N2CCCCC2)nc(N2CCCCC2)c2c1CCN(Cc1ccccc1)C2
12.4	Cc1ccc(S(=O)(=O)Nc2ccc(C(=O)Nc3cc(C)on3)cc2)cc1
6.9	CCN=C1SC(CC(=O)NC(N)=O)C(=O)N1CC (stereo not drawn)
4.4	COc1ccc(CNC(=O)C2CCCN(c3nccc(C)n3)C2)cc1 (stereo not drawn)
52.5*	NC1=NN=C(c2ccc3c(c2)OCCO3)CS1
-55.1	CCc1ccc(NC(=O)CC2NCCNC2=O)cc1 (stereo not drawn)
-24.7[25 µM]	CO[C@H]1CC[C@H]2CCOc3c(C#N)cccc3C(=O)N(C)C[C@H](OC)[C@H](C)C(=O)N(C)C[C@@H]1O2
-5.6[25 µM]	CN(C)C(=O)c1ccc(-c2ccc3c(c2)[C@H]2[C@H](CCN2S(=O)(=O)c2cn(C)cn2)[C@@H](CO)N3)cc1
-47.6	COc1ccc2c(c1)CC(C)C/C2=N\NC(=O)c1ccco1 (stereo not drawn)
-8.4	COc1ccc(NC(=O)C2Cc3c(-c4ccco4)ccnc3O2)cc1OC (stereo not drawn)
5.6	O=C(C1CCCCC1)N1CCN(c2nc(-c3ccc(F)cc3)cs2)CC1
-2.4[25 µM]	CNC[C@@H]1Oc2ccc(NS(=O)(=O)c3ccc(OC)cc3)cc2C(=O)N([C@@H](C)CO)C[C@H]1C
-23.5	CC1CC(=Cc2ccc(N)cc2)C(=O)O1 (stereo not drawn)
-16.5	O=C(Nc1ccc2c(c1)CCC2)c1cnn2c1NC(c1ccco1)CC2C(F)(F)F (stereo not drawn)
0.4	O=C(c1ccccc1)c1ccccc1C(=O)N1CCOCC1
9.4[25 µM]	CCCC#Cc1ccc([C@@H]2[C@@H](CO)N3C(=O)CN(C(=O)Nc4cccc(F)c4)C[C@@H]23)cc1
7.0	Cc1onc(-c2ccccc2)c1C(=O)N1CCc2ccccc21
10.0	CC(C)NC(=O)c1cc2ccccc2o1
-2.6	CC(NC(=O)C1=CC=CN2CCS(=O)(=O)N=C12)c1ccc(Cl)c(Cl)c1 (stereo not drawn)
-9.0	Cc1ccc(-c2nn(-c3ccccc3)cc2C(=O)N2CCN(c3ccccn3)CC2)cc1
14.3	COc1ccc(-n2ncc3c(N4CCCc5ccccc54)ncnc32)cc1
-0.1	COc1ccc(Cn2c(=O)[nH]c3cc(C(=O)NCCCN4CCCC4)ccc3c2=O)cc1
5.1	Cc1ccc(C)c(S(=O)(=O)NCC(=O)OCC(=O)Nc2sccc2C(N)=O)c1
5.2	O=C(N1CCOCC1)C12CC3CC(C1)CC(C(=O)N1CCOCC1)(C3)C2
-3.7	COc1ccc(NC(=O)c2cc(-c3ccc4c(c3)OCO4)on2)cc1
12.6	COc1ccc(C(=O)c2cc([N+](=O)[O-])ccc2N2CCCC2)cc1
-10.2	Cc1nn(Cc2ccc(F)cc2)c(Cl)c1/C=N/NC(=O)c1ccccc1
6.0	CC1CCc2ccccc2N1CC(=O)Nc1cccc(S(=O)(=O)N2CCCC2)c1 (stereo not drawn)
2.3	COc1ccc(CN2[C@H](CO)[C@@H]3c4ccccc4N(C(=O)c4ccccc4)C[C@@H]32)cc1
-18.8[25 µM]	OC[C@@H]1[C@@H](c2ccc(/C=C/c3ccccc3)cc2)[C@@H]2CN(Cc3ccncc3)CCCCN12
-32.7	COc1cc(NC(=O)Cc2ccccc2)ccc1NC(=O)c1ccco1
-6.7[25 µM]	COCC(=O)N1[C@H](CO)[C@@H](c2ccccc2)C12CN(Cc1cc(F)ccc1F)C2
-3.7[25 µM]	O=C(C[C@H]1C=C[C@H](NC(=O)Nc2ccc3c(c2)OCO3)[C@H](CO)O1)NCCCN1CCOCC1
16.6	Cc1cc(C(F)F)n2ncc(C(=O)O)c2n1
